Screening data as filed in PubChem.
ATG4B inh = ATG4B protease inhibitors, primary screen, biochemical, fluorescence, uHTS; Cysteine protease ATG4B (Homo sapiens), Q9Y4P1; ATG4B cleavage of LC3-PLA2, NBD-HPC fluorescence, 1 h; inhibition, % at 8.33 µM; 0.51% of 340,000 active; in the data active = inhibition above about 40%
tim10-1 inh = growth inhibitors of tim10-1 mutant yeast, primary screen, luminescence, uHTS; S. cerevisiae tim10-1 ts strain growth, BacTiter-Glo, 24 h; inhibition, % at 20 µM; 2.2% of 330,000 active; AID 463190, 2010;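 active = inhibition of at least 40%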;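 note: mutant grown at 25 °C; 0% = DMSO wells with yeast and 100% = wells holding no yeast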
hIAP activ = human IAP activators, primary screen, biochemical, luminescence, uHTS; Intestinal-type alkaline phosphatase (Homo sapiens), P09923; purified human IAP, CDP-Star luminescence, 30 min; active compounds read high; 1 = vehicle-only enzyme, 0 = enzyme-free background; activation factor at 10 µM; 0.16% of 330,000 active;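 active = activation factor of the enzyme at least 2-fold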; note: the source names both 10 and 20 µM as test concentration; values of inactives mirror those of a sister screen read the other way
TIM10 inh = growth inhibitors of isogenic TIM10 control yeast, primary screen, counter-screen for tim10-1 yeast inhibitor project, luminescence, uHTS | S. cerevisiae TIM10 strain growth, BacTiter-Glo luminescence, 24 h | 1.4% of 330,000 active | inhibition, % at 10 µM | AID 463195, 2010;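 active = inhibition of 40% or more at the single tested concentration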;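 note: wild-type TIM10 isogenic control strain grown at permissive 25 °C; 0% = DMSO yeast wells and 100% = minimal medium wells without yeast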
Apaf-1 inh = inhibitors of human Apaf-1 apoptosome, primary screen, biochemical, DEVD-Rh110 fluorescence, uHTS; reconstituted apoptosome caspase-3 activity; inhibition, % at 20 µM; 0.71% of 330,000 active; active = inhibition of at least 40% at 20 µM;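 note: plate controls were DMSO wells for no effect and DEVD-CHO caspase inhibitor wells for full effect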
Target sequence (O14727 whole entry, looked up): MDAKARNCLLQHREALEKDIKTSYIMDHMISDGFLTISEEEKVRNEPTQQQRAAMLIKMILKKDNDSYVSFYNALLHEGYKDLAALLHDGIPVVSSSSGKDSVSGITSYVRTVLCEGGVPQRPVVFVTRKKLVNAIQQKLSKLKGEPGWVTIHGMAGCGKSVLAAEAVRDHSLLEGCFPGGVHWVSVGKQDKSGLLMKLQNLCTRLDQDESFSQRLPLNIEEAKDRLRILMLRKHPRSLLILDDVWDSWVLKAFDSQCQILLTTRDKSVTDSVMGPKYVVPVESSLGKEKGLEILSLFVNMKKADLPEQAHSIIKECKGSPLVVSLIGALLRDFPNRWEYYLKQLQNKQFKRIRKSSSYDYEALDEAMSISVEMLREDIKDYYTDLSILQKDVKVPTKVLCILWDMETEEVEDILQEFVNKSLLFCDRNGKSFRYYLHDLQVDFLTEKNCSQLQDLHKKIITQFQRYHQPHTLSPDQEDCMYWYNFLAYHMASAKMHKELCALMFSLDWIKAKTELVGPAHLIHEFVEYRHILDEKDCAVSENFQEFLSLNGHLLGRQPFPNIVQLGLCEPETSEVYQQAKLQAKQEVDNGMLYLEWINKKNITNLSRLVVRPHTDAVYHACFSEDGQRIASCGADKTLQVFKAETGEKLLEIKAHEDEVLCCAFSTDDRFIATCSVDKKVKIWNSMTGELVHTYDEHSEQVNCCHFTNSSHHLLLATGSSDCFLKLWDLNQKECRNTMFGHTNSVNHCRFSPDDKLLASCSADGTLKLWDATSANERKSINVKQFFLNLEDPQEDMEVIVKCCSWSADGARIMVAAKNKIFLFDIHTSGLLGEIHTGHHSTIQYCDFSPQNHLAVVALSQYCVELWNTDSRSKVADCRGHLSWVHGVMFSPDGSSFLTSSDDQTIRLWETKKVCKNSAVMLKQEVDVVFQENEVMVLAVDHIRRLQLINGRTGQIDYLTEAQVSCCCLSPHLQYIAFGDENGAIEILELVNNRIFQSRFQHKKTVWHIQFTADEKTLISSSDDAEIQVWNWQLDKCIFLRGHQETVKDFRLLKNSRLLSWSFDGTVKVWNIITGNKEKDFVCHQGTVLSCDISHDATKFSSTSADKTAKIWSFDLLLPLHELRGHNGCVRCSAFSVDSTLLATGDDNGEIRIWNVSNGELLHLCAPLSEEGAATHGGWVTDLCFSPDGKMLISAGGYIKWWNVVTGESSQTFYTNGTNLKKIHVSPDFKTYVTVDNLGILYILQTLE
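Material: reconstituted apoptosome with Apaf-1, cytochrome c, caspase-9, procaspase-3, dATP. Technique: Rh110 fluorescence intensity. Buffer or medium: pH 7.5 Hepes buffer with CHAPS, BSA, DTT. Times: 30 min plus 50 min, RT.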
mIAP act = activators of mouse IAP, primary screen, biochemical, luminescence, uHTS | intestinal alkaline phosphatase [Mus musculus] | muIAP, CDP-Star luminescence, 30 min; active compounds read high; 1 = vehicle-only enzyme signal, 0 = enzyme-free wells | activation factor at 10 µM | 0.24% of 330,000 active | AID 2805, 2010;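 active = activation factor of at least 2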; note: the source names both 10 and 20 µM as test concentration; values of inactives mirror those of a sister screen read the other way
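System: Mouse IAP enzyme | Also added: CDP-Star substrate | Dosing: Compounds dispensed in DMSO | Schedule: 30 min enzyme-substrate-compound incubation at room temperature | Technique: Chemiluminescence readout | Control set: DMSO-only wells and no-enzyme negative control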
NALP3 yeast inh = NALP3 inflammasome inhibitors in reconstituted yeast, primary screen, luminescence, uHTS | inhibition, % at 10 µM | Yeast reconstituted NLRP3/ASC/caspase-1, beta-gal luminescence, 24 h | 0.39% of 330,000 active;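 active = inhibition of 50% or more; inactive = inhibition below 50%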;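 note: plate controls were induced DMSO wells for no effect and uninduced yeast grown without galactose for full effect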
mIAP block = inhibitors of mouse IAP, primary screen, biochemical, luminescence, uHTS; purified mouse IAP, CDP-Star luminescence, 30 min; 0.2% of 330,000 active; inhibition, % at 10 µM; intestinal alkaline phosphatase [Mus musculus];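 active = inhibition of at least 40% at 10 µM in the primary screen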;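 note: plate controls were DMSO with enzyme for no effect and no enzyme wells for full effect; values of inactives mirror those of a sister screen read the other way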
hIAP block = human IAP inhibitors, primary screen, biochemical, luminescence, uHTS; inhibition, % at 10 µM; 0.12% of 330,000 active; Intestinal-type alkaline phosphatase (Homo sapiens), P09923; purified IAP, CDP-Star luminescence, 30 min;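 active = inhibition reaching a set limit with compound at 10 µM in the primary screen, cut at about 35% in these data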;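 note: plate controls were DMSO wells with enzyme for no effect and no-enzyme buffer wells for full effect; values of inactives mirror those of a sister screen read the other way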
* = called active by the depositor.

SMILES	ATG4B inh	tim10-1 inh	hIAP activ	TIM10 inh	Apaf-1 inh	mIAP act	NALP3 yeast inh	mIAP block	hIAP block
O=C(Nc1ccc(Oc2cccc(C(F)(F)F)c2)nc1)c1ccccc1	-1.0	5.8	0.966	6.4	6.6	1.1	18.7	-10.4	3.3
CCC1CCCCN1C(=O)c1nn2cccnc2c1Cl (centres undefined)	-3.2	5.9	0.99	-6.8	-11.4	1.01	14.8	-1.5	1.1
Cc1ccc(Cc2cnc(N)s2)o1	8.6	-3.1	1.08	-5.9	4.8	0.495	13.6	50.5*	-7.8
CCc1ccc(N(CC(=O)NC(C)C)C(=O)CCC(=O)Nc2nccs2)cc1	-1.8	24.8	1.07	-9.4	7.2	1.01	11.3	-1.0	-6.7
COC(=O)C1=C(C(=O)OC)[C@@H]2N(C)c3ccc(OC)cc3[C@@]23C[C@@H](C(=O)OC)N(C(=O)CC(C)C)C3=N1	-4.7	20.2	1.18	20.5	16.8	0.977	5.5	2.3	-17.8
O=C(Cn1c(=O)[nH]c2ccccc2c1=O)Nc1ccc2c(c1)OCO2	9.7	7.9	1.13	8.5	2.0	0.988	6.8	1.2	-12.6
O=C(CSc1nnc(Nc2ccccc2)s1)NC1CCCC1	-1.1	2.2	1.23	3.6	-4.7	0.938	-2.8	6.2	-22.8
C=CCNC(=O)c1cc(Cl)ccc1Cl	-1.4	15.1	0.94	9.2	-7.7	0.924	-6.9	7.6	6.0
O=C(NC1CCCCC1)c1ccc([N+](=O)[O-])o1	-4.8	51.0*	1.06	14.1	3.1	1.05	5.1	-5.3	-5.8
CCOc1cc(N2CCOCC2)c(OCC)cc1NC(=O)CSc1ncccn1	-4.7	0.9	0.996	6.7	2.2	0.976	-11.5	2.4	0.4
CC1(C)NC(=O)N(CC(O)CN(Cc2ccccc2)Cc2ccccc2)C1=O (centres undefined)	-3.6	13.6	0.903	3.1	2.7	1.02	-10.1	-1.9	9.7
CN1C(=O)[C@H]2[C@@H](C3CC3)N3C(=O)CN(Cc4ccc(-c5ccccc5)cc4)C(=O)[C@@]3(C)[C@H]2C1=O	-2.7	-0.9	0.844	1.8	-2.2	1.01	16.1	-1.1	15.6
CCc1ccc(-n2c(=O)c3ccccc3n(CC(=O)NCc3ccco3)c2=O)cc1	1.6	-5.6	1.08	-18.7	-1.6	1.22	-10.8	-22.4	-7.8
COc1ccc2c(c1)c(C(=O)CN1CCc3ccccc3C1)c(C)n2C	-13.9	-18.7	1.05	-12.5	9.6	1.09	15.9	-9.2	-5.5
Cc1cccc(N2C(=O)CC(Sc3nnc(C)s3)C2=O)c1 (centres undefined)	4.0	36.1	0.957	38.8	7.6	0.954	19.7	4.6	4.3
O=C(Nc1cccc2nsnc12)c1ccc2c(c1)OCO2	-9.0	14.8	1.08	14.4	4.0	0.968	17.5	3.2	-8.4
C1=CCN(Cc2ccccc2)C1	-2.7	-2.6	0.997	2.7	-8.9	0.983	19.8	1.7	0.3
C=CCn1c(SCn2nnc3ccccc3c2=O)nnc1-c1ccc(Cl)cc1	-4.4	20.4	1.28	-20.5	16.2	1.04	9.3	-3.8	-28.4
COC(=O)c1ccc(C23CC4(C2)[C@H](CN(CC2CCCCC2)[C@@H]4c2ccccc2)C3c2ccc(Cl)nc2)cc1 (some centres undefined)	0.0	13.2	0.966	9.5	26.7	1.03	1.9	-2.6	3.4
COc1ccc(C(=O)/C=C/Nc2ccc(NC(C)=O)cc2)cc1OC	1.6	19.6	0.897	12.3	-1.8	0.977	2.4	2.3	10.3
O=c1ccc(Cc2ccccn2)n[nH]1	-10.6	10.7	1.2	-11.1	-5.3	0.677	14.0	32.3	-20.2
CCC(C)(C)n1nnnc1C(c1cccnc1)N1CCC(Cc2ccccc2)CC1 (centres undefined)	5.5	-56.5	0.963	-44.9	4.8	0.99	7.3	1.0	3.7
CCc1ccc2nc(NC(=O)c3ccc4c(=O)[nH]c(CN5CCOCC5)nc4c3)sc2c1	-3.3	2.5	0.855	5.8	20.5	0.902	-24.8	9.8	14.5
O=c1cc(C(F)(F)F)[nH]c2ccccc12	-1.3	-5.6	0.897	12.6	-14.2	1	3.7	-0.3	10.3
CNC(=O)COC(=O)c1ccc(NS(=O)(=O)c2ccc3c(c2)OCCO3)cc1	3.3	1.3	0.92	6.0	-26.9	0.939	3.6	6.1	8.0
Cc1ccc(-n2ncc(C(=O)NCc3ccc4c(c3)OCO4)c2NC(=O)c2ccco2)cc1C	5.7	18.4	1.08	-4.7	-5.8	0.941	8.6	5.9	-7.8
O=C(CSc1nnc(NC(=O)C2CCC2)s1)Nc1ccccc1	-8.5	-8.6	1.21	-14.9	14.1	0.97	-4.0	3.0	-20.7
CCCCC(=O)NC(=S)Nc1cc(C(=O)O)ccc1Cl	8.2	7.8	0.948	-15.9	0.5	1.04	15.7	-3.6	5.2
CS(=O)(=O)N1N=C(c2cccs2)CC1c1ccccc1F (centres undefined)	-8.9	22.2	1.03	13.2	3.7	1.11	19.9	-11.3	-3.3
CC(C)(C)N1NC2(CCCCC2)NC1=S	-3.2	9.3	0.945	-9.1	-7.4	1.02	3.6	-1.7	5.5
Cc1cccc(NC(=S)N2CCCC2)c1	-8.2	-14.3	1.04	10.0	-1.0	1.01	-0.2	-1.1	-3.7
Cc1ccccc1NC(=O)CCCSc1nc2ccccc2s1	-3.6	21.2	1.35	20.4	20.5	1.17	42.0	-17.1	-35.2
C/C(=N\NC(=O)c1ccoc1C)c1ccc(Cl)s1	3.7	-10.9	1	8.5	5.3	0.949	22.8	5.1	0.0
COc1ccc(S(=O)(=O)N(C(C)=O)c2ccc(OC(C)=O)c3ccccc23)cc1[N+](=O)[O-]	-4.0	5.5	0.835	-5.9	-1.4	0.941	15.7	5.9	16.5
CN1CCC(NC(=O)c2cc(-c3cccc(Br)c3)nc3ccccc23)CC1	-0.3	5.6	1.14	4.0	25.2	1.01	6.9	-1.0	-13.9
C=CC[C@@H](CC(=O)N(CCO)Cc1ccccc1)C(=O)N[C@@H](COC(=O)[C@@H](CC=C)Cc1ccc(F)cc1)Cc1c[nH]c2ccccc12	1.7	4.0	1.15	3.5	20.3	1.02	16.2	-2.5	-14.8
CCc1nc(SCC(=O)Nc2ccccc2OC)n[nH]1	0.1	-2.5	0.868	8.7	3.3	0.945	18.2	5.5	13.2
O=C(c1cccs1)N1CCN(S(=O)(=O)c2cccc(Cl)c2Cl)CC1	-12.5	23.5	1.05	-0.8	12.3	0.934	22.9	6.6	-4.9
O=C(NNC(=O)c1cnccn1)c1cccc([N+](=O)[O-])c1	-4.0	-8.7	1.38	4.5	-1.5	0.903	7.2	9.7	-37.6
Cc1ccc(OCc2nnc(SCCN3CCOCC3)n2C)cc1	-12.6	3.6	0.893	-13.8	-3.1	0.898	-8.0	10.2	10.7
CCC(=O)N(NC1=NS(=O)(=O)c2ccccc21)S(=O)(=O)c1ccc(C)cc1	-7.4	-2.1	0.986	5.8	1.6	0.961	-4.0	3.9	1.4
OCC[C@@H]1C[C@@H](O)[C@H](O)[C@@]2(CCc3ccccc3O2)O1	2.9	2.1	1.11	11.8	-3.6	1.05	18.7	-4.9	-11.4
CC(C)c1nc(SCC(=O)c2c[nH]c3ccccc23)n[nH]1	-7.7	7.0	1.02	-15.4	-41.2	1	-1.2	0.0	-2.4
COc1cccc(-c2nc(CS(=O)(=O)CC(=O)NCCN3CCOCC3)c(C)o2)c1	-10.8	-9.2	0.898	-2.3	13.2	1.12	-3.8	-12.2	10.2
C/C(=N\Nc1cc(N2CCOCC2)ncn1)c1cccc([N+](=O)[O-])c1	2.2	22.9	1.07	4.7	-0.8	0.956	17.3	4.4	-7.5
O=C(c1cccc(S(=O)(=O)N2CCCC2)c1)c1nnc(-c2ccncc2)o1	-1.1	-12.6	0.992	-4.1	-7.0	0.97	15.0	3.0	0.8
COc1cccc(-c2noc(-c3ccoc3C)n2)c1	-0.7	11.5	0.854	-1.4	1.5	0.96	13.9	4.0	14.6
CC(=O)c1c(C)[nH]c(C(=O)COc2ccc(C#N)cc2)c1C	-7.8	-12.9	0.984	-2.1	1.4	1.01	-5.2	-0.8	1.6
COc1ccc(-n2c(=O)c3ccccc3n(Cc3cccc(C)c3)c2=O)cc1OC	4.2	19.8	0.969	11.9	-18.6	0.97	-4.0	3.0	3.1
CCOC(=O)C1CCN(C(=O)c2ccc3snnc3c2)CC1	-3.2	-5.8	1.11	-0.2	-6.8	0.958	20.7	4.2	-10.6

Reformatted: entries from further up.
Every second line gives: ATG4B inh, tim10-1 inh, hIAP activ, TIM10 inh, Apaf-1 inh, mIAP act, NALP3 yeast inh, mIAP block, hIAP block
> CC(C)c1nc(SCC(=O)c2c[nH]c3ccccc23)n[nH]1
→ -7.7, 7.0, 1.02, -15.4, -41.2, 1, -1.2, 0.0, -2.4
> COc1cccc(-c2nc(CS(=O)(=O)CC(=O)NCCN3CCOCC3)c(C)o2)c1
→ -10.8, -9.2, 0.898, -2.3, 13.2, 1.12, -3.8, -12.2, 10.2
> C/C(=N\Nc1cc(N2CCOCC2)ncn1)c1cccc([N+](=O)[O-])c1
→ 2.2, 22.9, 1.07, 4.7, -0.8, 0.956, 17.3, 4.4, -7.5
> O=C(c1cccc(S(=O)(=O)N2CCCC2)c1)c1nnc(-c2ccncc2)o1
→ -1.1, -12.6, 0.992, -4.1, -7.0, 0.97, 15.0, 3.0, 0.8

Going on with the list:
SMILES	ATG4B inh	tim10-1 inh	hIAP activ	TIM10 inh	Apaf-1 inh	mIAP act	NALP3 yeast inh	mIAP block	hIAP block
COc1cc(C=O)ccc1Oc1cnccn1	3.2	3.9	0.91	-2.0	-2.0	0.993	9.6	0.7	9.0
Cc1cc(C(=O)CN2C(=O)C(=O)N(C3CCCC3)C2=O)c(C)n1CCc1ccccc1	2.9	19.0	0.895	15.9	20.5	0.939	20.8	6.1	10.5
O=C(COC(=O)c1cc(=O)[nH]c(=O)[nH]1)Nc1cccc(Cl)c1	-2.7	-11.8	1.11	5.3	2.6	1.09	-5.0	-9.3	-10.8
Cc1cccc(C)c1NC(=O)CSc1nnc(-c2ccccc2)n1Cc1ccc2c(c1)OCO2	3.1	21.2	0.952	-0.2	19.2	1.06	4.6	-6.0	4.8
COc1ccc(/C(N)=N/OC(=O)c2ccc(C)c([N+](=O)[O-])c2)cc1	-4.3	10.6	0.867	5.7	6.7	0.924	2.7	7.6	13.3
CC1SC(=NC(=O)c2ccco2)NC1=O (centres undefined)	2.6	1.7	1.01	4.3	2.0	1.02	-2.9	-2.5	-0.6
Fc1ccc(F)c(CN2CCN(c3ncccn3)CC2)c1	-2.2	12.5	1.06	-7.3	8.3	1.08	15.9	-7.9	-6.3
O=C(CSc1nnc(-c2c[nH]c3ccccc23)o1)N1CCCCC1	-0.5	24.6	1.01	19.4	-17.5	1.11	13.0	-10.8	-1.2
O=C(CNc1ccccc1N1CCCC1=O)Nc1cc(C(F)(F)F)ccc1-n1cncn1	0.0	4.6	1.08	-5.4	-6.7	0.937	12.3	6.3	-8.4
